# LAP4-GFP MLPCN = modulators of TOR pathway LAP4-GFP in S. cerevisiae; S. cerevisiae LAP4-GFP multiplex, flow cytometry GFP, 3 h; median GFP as percent of DMSO wells; GFP response vs DMSO, % at 10 µM; hit rate 0.34% among 320,000; AID 2023;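 active = GFP response vs DMSO above a set limit, about the screen mean plus 3 SD, cut at about 150% in these data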
# Yeast superoxide = lowers age-related superoxide in aged yeast cells; hit rate 0.18% among 330,000; S. cerevisiae aged cells, superoxide DHE fluorescence; stronger effect = lower value; superoxide response (% of plate mean), % at 10 µM;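 active = superoxide response under a set limit, about three screen SD below normal, cut at about 65% in these data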;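 note: yeast aged for seven days with compound at 30 °C before DHE staining; 100% = average MFI of all compound-treated wells on the plate with controls excluded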
# AGP1 TOR yeast = modulators of TOR pathway AGP1-GFP in S. cerevisiae; GFP response vs DMSO, % at 10 µM; hit rate 0.02% among 320,000; S. cerevisiae AGP1-GFP multiplex flow cytometry, 3 h; GFP as percent of DMSO wells;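 active = GFP response relative to DMSO above a set limit, near screen average plus 3 SD, cut at about 150% in these data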;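 note: median GFP channel fluorescence of the gated AGP1 strain per well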
# MEP2 TOR yeast = modulators of TOR pathway MEP2-GFP in S. cerevisiae. S. cerevisiae MEP2-GFP strain, flow cytometry GFP, 3 h; 100% = DMSO control level. GFP response vs DMSO, % at 10 µM. hit rate 0.51% among 330,000. AID 2016;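 active = GFP response versus DMSO above a set limit, roughly screen mean plus 3 SD, cut at about 180% in these data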;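 note: median GFP fluorescence of the barcode-gated MEP2-GFP cells per well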
# CIT2-GFP yeast = alters CIT2-GFP fluorescence in TOR pathway yeast screen. S. cerevisiae CIT2-GFP strain, flow cytometry, 3 h; 100 means same as DMSO wells. GFP response vs DMSO, % at 10 µM. hit rate 0.065% among 320,000. AID 2029;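 active = GFP response relative to DMSO above a set limit, near the screen mean plus 3 SD, cut at about 150% in these data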;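 note: ratio of well median GFP fluorescence to mean of DMSO wells on the plate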
# RPL19A TOR yeast = alters RPL19A-GFP fluorescence in TOR pathway yeast screen | AID 2025 | hit rate 0.3% among 330,000 | S. cerevisiae RPL19A-GFP strain, flow cytometry, 3 h; stronger effect = lower value | percent response vs DMSO, % at 10 µM;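 active = percent response vs DMSO below 50%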;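 note: median channel GFP fluorescence of the barcoded RPL19A-GFP strain; ratio of sample median GFP to plate DMSO average so 100% = DMSO; lower means less RPL19A-GFP as with rapamycin TOR inhibition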
# Efflux pump mplx = inhibitors of Candida antifungal efflux pumps expressed in yeast; hit rate 0.44% among 330,000; inhibition, % at 10 µM; AID 485275; S. cerevisiae Candida pump triplex, Nile Red efflux;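 active = plate passing quality check with inhibition over a set limit, or well fluorescence over plate mean plus 4 SD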;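 note: Nile Red retained in pooled yeast measured as flow cytometry median fluorescence; 0% = buffer negative control and 100% = Enniatin B positive control; higher means more Nile Red kept so more efflux inhibition; some compounds called inactive have numbers as strong as hits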
# AHR act = activates the human aryl hydrocarbon receptor; P35869; AHR-responsive luciferase reporter cells, luminescence; activation, % at 5 µM; hit rate 2.5% among 320,000; in the data active = activation above about 47%;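 note: 0% = vehicle wells and 100% = reference agonist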
# Target sequence (P35869 whole entry, looked up): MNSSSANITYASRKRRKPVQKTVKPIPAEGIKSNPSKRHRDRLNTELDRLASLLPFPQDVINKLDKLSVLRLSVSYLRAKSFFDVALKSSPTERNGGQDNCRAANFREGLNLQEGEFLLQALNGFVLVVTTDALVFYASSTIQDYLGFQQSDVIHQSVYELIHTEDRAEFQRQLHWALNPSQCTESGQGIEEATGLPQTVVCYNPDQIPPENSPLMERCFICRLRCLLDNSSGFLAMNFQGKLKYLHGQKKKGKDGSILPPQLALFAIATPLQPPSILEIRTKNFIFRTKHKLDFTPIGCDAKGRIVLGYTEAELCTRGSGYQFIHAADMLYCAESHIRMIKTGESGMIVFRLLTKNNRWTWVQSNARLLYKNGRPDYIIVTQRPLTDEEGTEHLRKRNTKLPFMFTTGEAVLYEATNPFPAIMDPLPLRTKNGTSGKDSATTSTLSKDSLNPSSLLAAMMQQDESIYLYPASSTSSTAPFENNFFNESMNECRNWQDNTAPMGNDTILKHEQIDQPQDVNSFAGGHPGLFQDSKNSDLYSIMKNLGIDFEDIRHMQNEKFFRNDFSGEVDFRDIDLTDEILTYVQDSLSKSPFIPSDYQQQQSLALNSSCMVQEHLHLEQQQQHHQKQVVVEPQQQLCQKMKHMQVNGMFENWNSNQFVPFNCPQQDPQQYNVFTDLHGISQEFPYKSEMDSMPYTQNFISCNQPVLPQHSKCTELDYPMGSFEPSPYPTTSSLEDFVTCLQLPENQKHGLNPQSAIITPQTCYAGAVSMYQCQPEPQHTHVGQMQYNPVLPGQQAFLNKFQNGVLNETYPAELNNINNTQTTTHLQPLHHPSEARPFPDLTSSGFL
# * = called active by the depositor.
SMILES,LAP4-GFP MLPCN,Yeast superoxide,AGP1 TOR yeast,MEP2 TOR yeast,CIT2-GFP yeast,RPL19A TOR yeast,Efflux pump mplx,AHR act
Cc1ccc(S(=O)(=O)N2CCN(C(=O)COC(=O)CNC(=O)c3ccc(Cl)cc3Cl)CC2)cc1,112,112,100,102,97,93,0.0,2
Cc1nn(C)c(C)c1S(=O)(=O)N1CCC(C(=O)NCCC2=CCCCC2)CC1,106,89,100,102,99,98,0.1,1
COc1cc(-c2nc3ccccc3s2)ccc1O,120,124,89,87,88,88,0.0,48*
O=C(NCC1(c2ccccc2)CCCC1)c1ccccc1Br,96,90,95,93,93,103,0.1,-2
Cc1ccc(S(=O)(=O)Nc2ccccc2F)cc1C(=O)N1CCCC1,109,109,103,103,95,99,0.0,1
COc1ccc(-c2csc(NC(=O)/C(N=Nc3ccccc3)=C(\C)O)n2)cc1,89,113,89,98,94,99,0.3,48*
Cc1ccc(C)c(OCCC(=O)NCCc2ccc(S(N)(=O)=O)cc2)c1,98,91,100,97,95,100,0.7,-2
O=C1c2ccccc2C(=O)N1c1n[nH]c(CCc2ccccc2)n1,97,96,97,99,99,99,-0.1,0
Cn1nc([N+](=O)[O-])nc1N1CCOCC1,99,89,108,107,112,111,-0.1,0
O=C(CN1C(=O)NC2(CCc3ccccc32)C1=O)c1ccc(Cl)cc1 (configuration not stated),87,87,95,98,87,92,-0.2,3
COc1ccc(S(=O)(=O)N2CCOCC2)cc1NC(=O)CCNC(=O)c1ccc(Br)cc1,100,100,104,101,105,100,-0.3,4
NC(N)=N/N=C/c1ccc(OCc2ccc(Cl)cc2)cc1,135,92,91,107,86,98,0.1,6

# Five entries drawn at random from those above, as already listed:
SMILES,LAP4-GFP MLPCN,Yeast superoxide,AGP1 TOR yeast,MEP2 TOR yeast,CIT2-GFP yeast,RPL19A TOR yeast,Efflux pump mplx,AHR act
Cc1nn(C)c(C)c1S(=O)(=O)N1CCC(C(=O)NCCC2=CCCCC2)CC1,106,89,100,102,99,98,0.1,1
NC(N)=N/N=C/c1ccc(OCc2ccc(Cl)cc2)cc1,135,92,91,107,86,98,0.1,6
COc1cc(-c2nc3ccccc3s2)ccc1O,120,124,89,87,88,88,0.0,48*
O=C(CN1C(=O)NC2(CCc3ccccc32)C1=O)c1ccc(Cl)cc1 (configuration not stated),87,87,95,98,87,92,-0.2,3
Cc1ccc(S(=O)(=O)N2CCN(C(=O)COC(=O)CNC(=O)c3ccc(Cl)cc3Cl)CC2)cc1,112,112,100,102,97,93,0.0,2

# Next results:
SMILES,LAP4-GFP MLPCN,Yeast superoxide,AGP1 TOR yeast,MEP2 TOR yeast,CIT2-GFP yeast,RPL19A TOR yeast,Efflux pump mplx,AHR act
N#CC1=C(N)OC2=C(C(=O)CC(c3ccccc3)C2)C1c1cccnc1 (configuration not stated),98,105,94,100,98,100,0.0,-5
COC(=O)C1=C(C(=O)OC)[C@@H]2Nc3ccccc3[C@@]23C[C@@H](C(=O)OC)N(C(=O)COCc2ccccc2)C3=N1,133,85,94,102,104,108,-0.1,2
COc1cccc2cc(C(=O)CS(=O)(=O)c3ccc(Cl)cc3)c(=O)oc12,98,101,103,112,86,99,0.3,1
CC1(C)CC(=O)C(C=NCC2CCN(C(=O)Cc3ccccc3)CC2)=C(O)C1,104,82,105,113,106,101,0.1,1
Cc1onc(-c2c(F)cccc2Cl)c1C(=O)OCC(=O)Nc1c(C)n(C)n(-c2ccccc2)c1=O,94,108,98,96,92,93,0.0,-2
Fc1cccc(Cl)c1Cc1noc(/C=C/c2ccccc2)n1,102,88,98,97,99,96,-0.1,-2
COC(=O)Cc1cc(OC)c(OC)cc1Cc1cc(OC)c(OC)cc1CC(=O)OC,94,91,98,98,102,99,-0.1,-2
C#CCNC(=O)C1CCN(c2cc(C)nc(-c3ccccc3)n2)CC1,91,101,106,103,105,103,-0.1,5
Cc1c(Cl)c([N+](=O)[O-])nn1CC(=O)NCCCN1CCOCC1,89,91,100,101,104,99,0.1,4
O=C(c1ccc2c(=O)n3c(nc2c1)CCCCC3)N1CCN(c2ccc(F)cc2)CC1,105,105,103,100,97,98,0.0,0
COc1ccc(CNC(=O)Cn2c(=O)oc3ccccc32)cc1OC,105,95,111,99,104,95,0.0,4
O=C(Cn1c(=O)sc2ccccc21)Nc1ccc(S(=O)(=O)N2CCCC2)cc1,104,98,105,103,102,100,0.1,2

# Copied from the list:
# For Yeast superoxide, O=C(CN1C(=O)NC2(CCc3ccccc32)C1=O)c1ccc(Cl)cc1 (configuration not stated) shows 87
# For AGP1 TOR yeast, Cc1ccc(S(=O)(=O)Nc2ccccc2F)cc1C(=O)N1CCCC1 shows 103

# Part of the list above in order of formula weight, high to low.
SMILES,LAP4-GFP MLPCN,Yeast superoxide,AGP1 TOR yeast,MEP2 TOR yeast,CIT2-GFP yeast,RPL19A TOR yeast,Efflux pump mplx,AHR act
Cc1onc(-c2c(F)cccc2Cl)c1C(=O)OCC(=O)Nc1c(C)n(C)n(-c2ccccc2)c1=O,94,108,98,96,92,93,0.0,-2
COC(=O)Cc1cc(OC)c(OC)cc1Cc1cc(OC)c(OC)cc1CC(=O)OC,94,91,98,98,102,99,-0.1,-2
COc1cccc2cc(C(=O)CS(=O)(=O)c3ccc(Cl)cc3)c(=O)oc12,98,101,103,112,86,99,0.3,1
N#CC1=C(N)OC2=C(C(=O)CC(c3ccccc3)C2)C1c1cccnc1 (configuration not stated),98,105,94,100,98,100,0.0,-5

# Additional entries follow:
SMILES,LAP4-GFP MLPCN,Yeast superoxide,AGP1 TOR yeast,MEP2 TOR yeast,CIT2-GFP yeast,RPL19A TOR yeast,Efflux pump mplx,AHR act
COCCNC(=O)CN(c1ccc(C)cc1)S(=O)(=O)c1ccc(SC)cc1,95,104,97,98,98,96,-0.1,2
O=C1c2ccccc2C2(c3ccc(F)cc3)NCCN12 (configuration not stated),108,94,106,108,106,112,0.0,0
O=C(Cn1c(=O)n(CC2CCCO2)c(=O)c2ccccc21)c1ccc(Cl)c(Cl)c1 (configuration not stated),99,99,94,96,94,94,-0.1,1
CC1CCc2c(sc(NC(=O)CSc3ncnc4c3cnn4-c3ccccc3Cl)c2C#N)C1 (configuration not stated),101,112,110,104,98,103,0.4,5
CC1c2nc3ccccc3n2C(CC(=O)NCCCN2CCOCC2)C(=O)N1Cc1ccccc1 (configuration not stated),88,109,101,104,102,103,-0.1,-2
CCCc1ccc2oc(C(=O)N3CCC(O)CC3)c(C)c2c1,83,99,100,118,109,111,0.4,27
O=[N+]([O-])c1ccccc1/C=C\C=N\N1CCN(c2ccccc2)CC1,119,97,98,99,99,97,0.0,-2
O=C(Nc1ccc(F)cc1)C(Sc1nc2ccccc2[nH]1)c1ccccc1 (configuration not stated),82,100,90,96,89,100,0.9,69*
COc1cccc(NC(=O)C(NC2CCCC2)c2ccccc2)c1 (configuration not stated),100,88,94,94,90,99,-0.1,2
O=C(Cn1cnc2c(nnn2Cc2ccc(F)cc2)c1=O)NCc1ccco1,87,91,92,93,93,91,0.0,1
COC(=O)/C=c1/s/c(=C(/C#N)C(=O)NCc2ccccc2)n(-c2ccccc2)c1=O,102,95,101,105,108,103,0.1,0
Cc1nnc(SCC(=O)N(CC(C)C)C2CCS(=O)(=O)C2)n1N (configuration not stated),112,95,103,101,101,100,0.0,-1
O=C(CSc1nnc(C2CC2)n1C1CC1)c1ccccc1F,99,100,97,96,95,96,-0.1,2
O=C(CN1CCN(S(=O)(=O)N2CCCCC2)CC1)Nc1cc(Cl)ccc1Cl,97,108,100,105,94,101,0.4,-2
O=C(CSc1nnnn1C1CC1)Nc1ccc(S(=O)(=O)N2CCOCC2)cc1,86,105,91,93,95,91,0.0,-1
O=S1(=O)CCOC[C@H](CC2CCCCC2)N1Cc1ccc(F)cc1,106,84,86,88,75,97,-0.2,-2
Cc1ccc(N(C(=O)CNC(=O)c2ccco2)C(C(=O)NCC2CCCO2)c2ccccc2)cc1C (configuration not stated),92,101,95,97,96,97,0.0,1
COc1ccc(S(=O)(=O)Nc2ccc3c(c2)C(=O)N([C@H](C)CO)C[C@H](C)[C@@H](CN(C)C(=O)NC(C)C)O3)cc1,99,83,94,91,88,92,-0.1,1
CCOC(=O)c1c(-c2ccc(OC)cc2)cn2ccccc12,95,105,104,101,94,97,-0.1,5
Cc1ccc(-n2c3c(cc(C(=O)O)c2=O)C(=O)CC(C)(C)C3)cc1,111,105,103,105,93,106,-0.1,4
O=C(CN1C(=O)C(=O)c2ccccc21)c1ccc(Cl)cc1,93,105,104,106,103,101,-0.1,2
Cc1ccc(S(=O)(=O)N(C)CCCC(=O)NCc2ccc3c(c2)OCO3)cc1,103,103,101,101,91,101,0.3,0
Cc1cc(C)nc(N2CCC(C(=O)NCCc3ccc(Cl)cc3)CC2)n1,107,101,98,98,102,100,0.1,3
CNc1ccccc1C(C)(C)c1cc(-c2ccc(F)cc2)no1,84,101,92,95,93,99,-0.2,-3
COC(=O)Cc1ccc(OC(=O)c2cccc(S(=O)(=O)N3CCN(C)CC3)c2)cc1,111,101,116,105,105,106,0.1,4
COc1cc(SC)ccc1C(=O)N1CCN(c2ccccc2F)CC1,101,121,93,100,95,96,0.1,5
CNS(=O)(=O)c1cccc(C(=O)NC2CCCc3ccccc32)c1 (configuration not stated),101,93,104,102,112,101,-0.1,7
CCCn1c(N)c(C(=O)CSc2nnc(C3CC3)n2Cc2ccccc2)c(=O)n(C)c1=O,97,103,101,96,97,100,0.2,0
CCOC(=O)/C(=N\Nc1cc(C(F)(F)F)ccc1Cl)N(CC)CC,91,103,103,97,106,101,-0.1,5
C=C(C)CN=c1scc(C)n1/N=C/c1ccco1,95,97,96,96,103,99,0.0,13
COc1ccc(NC2CCCN(C(=O)CCc3cccc(F)c3)C2)cc1 (configuration not stated),99,91,109,100,101,105,-3.2,1
O=C(NCc1ccccc1)C(c1ccccc1)N(C(=O)c1csnn1)c1ccc(F)cc1 (configuration not stated),97,94,97,102,97,100,0.0,0
O=C(c1ccccc1)c1c[nH]c(C(=O)NCc2cccnc2)c1,93,106,91,98,90,97,0.1,44
O=C(O)c1ccccc1NCc1ccncc1,110,104,110,100,112,108,0.0,3
N#CC1=C(N)Oc2n[nH]c(-c3ccccc3)c2C1c1ccncc1 (configuration not stated),98,97,106,103,107,103,0.1,6
COc1ccc(NC(=O)CN(C)C(=O)c2ccc(S(=O)(=O)Nc3ccccc3F)cc2)cc1,95,108,89,85,86,86,0.0,1
COc1ccc(S(=O)(=O)N2CCN=C2SCc2cccc(C)c2)cc1,115,92,90,91,88,94,-0.3,5
CCOC(=O)Cn1nnnc1C(C(C)C)N(Cc1cccs1)Cc1cc2cc(C)ccc2[nH]c1=O (configuration not stated),106,99,103,125,108,101,0.1,3
CC(C)OCCCN1CN(S(=O)(=O)c2ccc(Cl)cc2)c2nc3ccccc3nc21,119,108,96,95,101,99,0.0,-4
CCOc1cc(C)c(C(C)C)cc1S(=O)(=O)n1ccc(C)n1,95,92,96,94,101,91,0.3,8
O=C1CCC(C(=O)OCc2nnc(-c3ccc(Br)cc3)o2)=NN1,93,92,99,89,101,97,0.1,31

# Source: PubChem BioAssay (several laboratories)
